# Rab2 wt GTP: changes GTP binding to wildtype dog Rab2A, up or down; P61105; GST-Rab2 wt beads, Bodipy-GTP binding, flow cytometry; GTP binding activity, % at 10 µM; actives 0.19% (n = 190,000); AID 760;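 active = GTP binding activity at least 20 points away from 100%, either lowered or raised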;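 note: 0% = beads with excess unlabeled GTP and 100% = no-compound control corrected for plate trend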
# Rab7 wt GTP bind: alters GTP binding to wildtype dog Rab7 | actives 0.055% (n = 190,000) | GTP binding activity (percent of control), % at 10 µM | GST-Rab7 beads, fluorescent GTP binding, flow cytometry; actives lie on both sides; untreated = 100%, excess cold GTP = 0%;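 active = fluorescent GTP binding to Rab7 beads changed by at least 20 points from the 100% baseline, either direction, mostly lower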;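 note: median green fluorescence of bound Bodipy-FL-GTP per Rab7 bead population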
# Cdc42 wt GTP: human Cdc42 wildtype GTP binding change, either direction; P60953; GST-Cdc42 beads, Bodipy-GTP binding, flow cytometry; actives lie on both sides; percent activity (GTP binding), % at 10 µM; actives 0.2% (n = 190,000); AID 761;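 active = percent activity GTP binding at least 20 points away from the 100% baseline, either down as inhibitor or up as activator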;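 note: median bead fluorescence of bound Bodipy-FL-GTP at 100 nM; 0% = excess unlabeled GTP control and 100% = no compound control; below 100% means less GTP binding so inhibitor and above means activator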
# Rac1 wt GTP bind: human Rac1 wildtype GTP binding, inhibitors and activators; P63000; GST-Rac1 beads, fluorescent GTP binding, flow cytometry; actives lie on both sides; 0 = cold GTP competed, 100 = untreated; actives 0.27% (n = 190,000); GTP binding activity (% of control), % at 10 µM;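 active = GTP binding activity at least 20 points away from the 100% control level, either lower or higher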
# Rac1 mut GTP: modulators of GTP binding to human Rac1 activated mutant | GST-Rac1 activated beads, fluorescent GTP binding, flow cytometry; actives lie on both sides; 100% means binding = to untreated wells | percent activity (GTP binding), % at 10 µM | actives 0.11% (n = 190,000);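 active = GTP binding at least 20 percentage points away from the 100% baseline, in either direction, so actives lie on both sides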
# ABCG2 inh: human ABCG2 inhibition, ABCB1 as counter-screen | Q9UNQ0 | IgMXP3 cells, JC-1 efflux, flow cytometry | inhibition, % at 6.6 µM | actives 0.1% (n = 190,000) | AID 1325;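 active = inhibition above 80%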;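 note: 0% = DMSO and 100% = nicardipine control wells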
#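 Test system: IgMXP3 cells (ABCG2) mixed with DDAO far-red-labelled CCRF-Adr cells (ABCB1). Reagent: JC-1 transporter substrate. Compound dosing: single test compound dose, 6.6 µM final. Times: 10 min compound exposure, 25 °C. Detection: flow cytometry of retained JC-1 fluorescence. Read-out basis: efflux inhibition in percent versus controls. Controls: nicardipine and DMSO wells.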
# Pf gametocyte: inhibitors of late stage P. falciparum gametocyte viability | P. falciparum stage V gametocytes, ATP luminescence, 24 h | inhibition, % at 10.9 µM | actives 0.065% (n = 150,000);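 active = inhibition above the mean plus 3 SD of compounds within the control limits, set per campaign, cut at about 38% in these data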;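 note: 0% = DMSO wells and 100% = medium only without gametocytes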
# Avidin fluor: avidin bead compound fluorescence profile; fluorescence (KMESF) at 10 µM; Avidin beads, compound fluorescence 488/530 nm, flow cytometry; stronger effect = higher value; actives 0.38% (n = 220,000); in the data active = fluorescence above about 47; note: inactives centre near 10
# ABCB1 inh: blocks JC-1 efflux by human ABCB1 transporter. CCRF-Adr cells, flow cytometry. inhibition, % at 6.6 µM. actives 0.067% (n = 190,000); in the data active = inhibition above about 40%;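 note: 0% = vehicle and 100% = reference inhibitor; higher value means more JC-1 retained so stronger ABCB1 efflux block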
# Target sequence (P08183 whole entry, looked up): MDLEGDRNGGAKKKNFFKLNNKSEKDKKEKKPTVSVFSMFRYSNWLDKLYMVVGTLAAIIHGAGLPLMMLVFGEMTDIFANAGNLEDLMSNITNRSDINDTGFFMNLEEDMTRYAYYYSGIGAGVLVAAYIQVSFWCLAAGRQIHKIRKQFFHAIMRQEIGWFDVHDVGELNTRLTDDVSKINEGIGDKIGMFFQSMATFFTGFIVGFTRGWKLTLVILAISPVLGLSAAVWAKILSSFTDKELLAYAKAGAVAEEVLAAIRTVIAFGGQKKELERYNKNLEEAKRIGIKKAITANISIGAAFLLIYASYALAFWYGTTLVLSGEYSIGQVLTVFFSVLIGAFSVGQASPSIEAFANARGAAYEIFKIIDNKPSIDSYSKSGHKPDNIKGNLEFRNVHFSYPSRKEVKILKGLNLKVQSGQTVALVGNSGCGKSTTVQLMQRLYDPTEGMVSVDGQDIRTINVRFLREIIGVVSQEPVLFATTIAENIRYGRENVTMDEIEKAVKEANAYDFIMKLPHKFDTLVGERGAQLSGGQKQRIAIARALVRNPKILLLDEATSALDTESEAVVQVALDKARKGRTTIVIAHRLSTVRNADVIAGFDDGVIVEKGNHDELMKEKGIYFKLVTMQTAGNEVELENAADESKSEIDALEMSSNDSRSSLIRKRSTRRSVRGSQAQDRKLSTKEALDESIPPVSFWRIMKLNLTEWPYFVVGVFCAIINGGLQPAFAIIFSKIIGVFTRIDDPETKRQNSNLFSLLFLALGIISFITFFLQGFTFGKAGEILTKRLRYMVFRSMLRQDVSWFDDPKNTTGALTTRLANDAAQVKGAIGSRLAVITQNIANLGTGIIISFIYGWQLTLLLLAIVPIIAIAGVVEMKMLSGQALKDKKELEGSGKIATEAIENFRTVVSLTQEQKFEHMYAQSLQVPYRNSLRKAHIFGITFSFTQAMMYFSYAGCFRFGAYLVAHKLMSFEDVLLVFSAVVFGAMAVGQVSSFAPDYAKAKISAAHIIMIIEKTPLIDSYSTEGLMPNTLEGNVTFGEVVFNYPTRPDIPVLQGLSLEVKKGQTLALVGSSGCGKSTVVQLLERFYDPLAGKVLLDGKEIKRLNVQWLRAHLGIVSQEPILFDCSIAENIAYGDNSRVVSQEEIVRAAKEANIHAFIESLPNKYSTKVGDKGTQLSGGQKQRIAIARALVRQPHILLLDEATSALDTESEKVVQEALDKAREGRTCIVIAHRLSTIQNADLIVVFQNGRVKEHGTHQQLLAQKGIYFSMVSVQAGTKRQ
# HRas wt GTP: modulators of GTP binding to human HRas wildtype; GST-Ras wt beads, Bodipy-FL-GTP binding, flow cytometry; actives lie on both sides; GTP binding activity, % at 10 µM; actives 0.14% (n = 190,000);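 active = GTP binding activity at least 20% away from the 100% baseline, either lowered as inhibitor or raised as activator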;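 note: 0% = unlabeled GTP competition control and 100% = no-compound control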
# GSH bead fluor: GSH bead compound fluorescence profile. GSH beads flow cytometry, compound fluorescence 488/530 nm; stronger effect = higher value. fluorescence (KMESF) at 10 µM. actives 0.25% (n = 190,000). AID 1776; in the data active = fluorescence above about 89;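 note: glutathione beads carrying GST-tagged Bcl family fusion proteins plus one bare bead set; values are compound well signal with DMSO vehicle wells as background; inactives centre near 16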
# The depositor's hits bear a star; nt = not tested or not shown.
SMILES,Rab2 wt GTP,Rab7 wt GTP bind,Cdc42 wt GTP,Rac1 wt GTP bind,Rac1 mut GTP,ABCG2 inh,Pf gametocyte,Avidin fluor,ABCB1 inh,HRas wt GTP,GSH bead fluor
CCc1cccc(NC(=O)c2ccc(Cn3nc(C)cc3C)o2)c1,99.0,103.0,98.0,106.0,103.0,6.9,1.1,1,1.1,100.0,8
Cc1nc(C)c(-c2csc(NCc3ccco3)n2)s1,99.0,96.0,101.0,99.0,100.0,0.5,-4.5,13,0.1,99.0,22
COc1ccc(-c2nn(-c3ccccc3)cc2C(=O)NCCCn2ccnc2)cc1,100.0,97.0,101.0,103.0,101.0,26.3,-1.3,11,1.1,100.0,27
Cc1ccc2c(c1)cc(CN(Cc1ccco1)S(=O)(=O)c1ccccc1)c1nnnn12,101.0,100.0,102.0,100.0,98.0,4.9,nt,5,2.8,100.0,41
O=C(NCc1ccccc1)C(c1cccs1)N(C(=O)c1csnn1)C1CC1 (stereo not drawn),105.0,102.0,107.0,117.0,103.0,-2.1,-1.4,9,0.0,106.0,14
CCOC(=O)c1c(C)c(C(=O)NC2CCCCCC2)c(C)n1C,104.0,100.0,109.0,109.0,102.0,46.6,nt,28,1.4,104.0,28
CC(C)(NO)/C(=N/O)c1cccs1,103.0,99.0,107.0,110.0,103.0,0.7,nt,5,0.5,104.0,38
CC(=C/c1ccccc1)/C=N/NC(=O)c1cc(C)oc1C,99.0,97.0,97.0,99.0,96.0,13.5,13.7,16,0.4,99.0,18
Cc1cccc(N(CC(=O)NC2CCCC2)C(=O)c2nsc(Cl)c2Cl)c1C,98.0,104.0,97.0,97.0,96.0,0.5,nt,12,0.4,99.0,13
CCOc1ccc(NC(=O)CC2SC(=O)N(c3ccccc3)C2=O)cc1 (stereo not drawn),97.0,94.0,98.0,102.0,99.0,1.9,-0.8,8,0.2,95.0,11
S=c1[nH]c2cc(Cl)ccc2s1,98.0,99.0,96.0,97.0,95.0,-1.5,nt,9,-0.7,98.0,9
O=C(Nc1nc(-c2ccc(Br)cc2)cs1)c1cccnc1,107.0,114.0,103.0,102.0,97.0,0.9,nt,9,-0.3,105.0,10
COc1ccccc1N1CCN(/N=C/c2c(C)nn(-c3ccccc3)c2C)CC1,99.0,97.0,97.0,98.0,100.0,13.4,-0.7,14,0.6,96.0,35
COc1ccc(C(=S)N2CCC(C(N)=O)CC2)cc1Br,91.0,96.0,86.0,89.0,94.0,-2.4,-7.2,8,-1.1,92.0,14
O=C(CCn1cnc2ccccc2c1=O)Nc1ccc(S(=O)(=O)N2CCCCC2)cc1,102.0,106.0,104.0,108.0,101.0,0.8,5.7,47,0.2,104.0,28
Cc1cc2ncc(C(=O)Nc3ccccc3)c(C)n2n1,100.0,99.0,103.0,104.0,99.0,36.9,nt,21,0.6,99.0,30
CCOC(=O)C(CCCOc1ccccc1C)C(=O)OCC,101.0,101.0,105.0,106.0,101.0,1.0,nt,6,0.1,103.0,28
CC1CCC(C(C)C)C(OC(=O)C2=C3c4ccccc4S(=O)(=O)N3CC2)C1 (stereo not drawn),101.0,101.0,98.0,103.0,97.0,-0.1,-33.1,5,-0.3,101.0,14
Cc1nc2ccccc2cc1C(=O)O,101.0,101.0,98.0,103.0,96.0,7.4,-17.9,14,-0.9,100.0,33
COCCn1c(Cc2ccccc2)nnc1SCC(=O)N(C)C,97.0,96.0,101.0,98.0,97.0,1.4,nt,9,0.2,99.0,37

# Structures shown so far with an aryl methoxy group:
SMILES,Rab2 wt GTP,Rab7 wt GTP bind,Cdc42 wt GTP,Rac1 wt GTP bind,Rac1 mut GTP,ABCG2 inh,Pf gametocyte,Avidin fluor,ABCB1 inh,HRas wt GTP,GSH bead fluor
COc1ccc(-c2nn(-c3ccccc3)cc2C(=O)NCCCn2ccnc2)cc1,100.0,97.0,101.0,103.0,101.0,26.3,-1.3,11,1.1,100.0,27
COc1ccccc1N1CCN(/N=C/c2c(C)nn(-c3ccccc3)c2C)CC1,99.0,97.0,97.0,98.0,100.0,13.4,-0.7,14,0.6,96.0,35
COc1ccc(C(=S)N2CCC(C(N)=O)CC2)cc1Br,91.0,96.0,86.0,89.0,94.0,-2.4,-7.2,8,-1.1,92.0,14

# Later entries.
SMILES,Rab2 wt GTP,Rab7 wt GTP bind,Cdc42 wt GTP,Rac1 wt GTP bind,Rac1 mut GTP,ABCG2 inh,Pf gametocyte,Avidin fluor,ABCB1 inh,HRas wt GTP,GSH bead fluor
COc1ccc(C(=O)OCC(=O)Nc2ccccc2)cc1[N+](=O)[O-],97.0,96.0,98.0,98.0,96.0,29.6,-34.5,10,3.7,98.0,10
O=C(Cc1cccs1)Nc1nnc(SCC(=O)NC2CCCCC2)s1,95.0,96.0,95.0,98.0,92.0,0.6,nt,28,0.4,97.0,18
CCCCCCn1c(SCC(=O)c2ccccc2)nc2c1c(=O)[nH]c(=O)n2C,99.0,102.0,102.0,102.0,100.0,2.5,nt,6,2.2,98.0,20
Cc1cccc(OCc2nc(-c3ccccn3)n[nH]2)c1,98.0,98.0,101.0,100.0,97.0,4.1,10.0,10,0.4,99.0,12
COc1cccc(NC(=O)C2CCCN2C(=O)Nc2cccc(F)c2)c1 (stereo not drawn),99.0,98.0,97.0,102.0,98.0,13.4,nt,30,0.6,98.0,25
COc1cc(/C=C/C(=O)OCC(=O)NCCC2=CCCCC2)ccc1O,102.0,106.0,97.0,96.0,94.0,16.4,-2.3,26,0.4,99.0,15
COc1ccccc1N1CCN(c2cc(C)nc3nc(C)nn23)CC1,98.0,104.0,102.0,105.0,98.0,2.6,nt,27,0.1,99.0,16
Cc1cc(C)nc(NC(=O)c2ccc(Cl)cc2Cl)n1,99.0,102.0,96.0,101.0,97.0,3.8,-15.1,13,0.0,98.0,10
Cc1c(NC(=O)c2nn3c(c2Br)NC(c2ccccc2)CC3C(F)(F)F)c(=O)n(-c2ccccc2)n1C (stereo not drawn),99.0,97.0,102.0,103.0,100.0,6.9,nt,1,0.8,100.0,7
O=C(c1ccccc1)N1N=C(c2ccco2)CC1c1cccs1 (stereo not drawn),92.0,93.0,94.0,96.0,94.0,3.3,nt,8,0.9,95.0,19
O=C(COC(=O)c1cc[n+]([O-])cc1)Nc1ccc2c(c1)OCCO2,100.0,103.0,107.0,105.0,99.0,2.8,nt,19,0.8,103.0,11
O=C(O)CCn1c(=O)[nH]c(=O)n(CCC(=O)O)c1=O,97.0,98.0,96.0,95.0,95.0,-1.3,nt,7,-1.0,96.0,24
CC1CCN(CCCNC(=O)c2coc3nc4ccccc4nc23)CC1,95.0,97.0,99.0,98.0,95.0,0.5,nt,34,0.4,97.0,13
O=C(Nc1nc(-c2ccncc2)cs1)C1COc2ccccc2O1 (stereo not drawn),95.0,97.0,96.0,92.0,96.0,4.8,nt,4,0.4,95.0,25
COC(=O)c1ccc(NC(=O)c2ccccc2SC)cc1,94.0,94.0,97.0,96.0,95.0,7.7,-15.3,32,1.4,96.0,16
COc1ccc(N2CCN(C(=O)CSc3nnc4c(C)cc5cc(C)ccc5n34)CC2)cc1,99.0,96.0,99.0,100.0,100.0,57.0,nt,20,8.0,97.0,22
CCOc1ccc(N2C(=O)CC(N3CCN(C(=O)CN4CCCC4)CC3)C2=O)cc1 (stereo not drawn),101.0,103.0,100.0,102.0,99.0,2.3,7.8,36,0.7,101.0,23
CN1C(c2ccc(F)cc2)=CS/C1=C(\C#N)c1nnc2n1-c1ccccc1SC2,103.0,98.0,100.0,101.0,100.0,1.2,28.7,10,1.4,103.0,65
CCOc1ccc(N=Cc2c(O)n(-c3cccc(C)n3)c(=O)c3ccccc23)cc1,95.0,95.0,99.0,98.0,96.0,2.8,nt,33,0.9,97.0,15
CN(CCOc1ccc(Br)cc1)CC(=O)Nc1cccc(S(=O)(=O)NC2=NCCC2)c1,96.0,102.0,94.0,97.0,97.0,15.7,-5.8,11,1.1,98.0,10
CCOC(=O)C1(CC2CCCCO2)CCN(S(=O)(=O)c2ccc(C)s2)CC1 (stereo not drawn),100.0,104.0,97.0,101.0,99.0,1.5,-8.2,13,0.6,103.0,17
CCCC(=O)N1CCCC(c2nc(-c3cccs3)no2)C1 (stereo not drawn),95.0,97.0,95.0,96.0,95.0,1.2,nt,7,0.2,96.0,56
CCn1c(CC(=O)Nc2ccc(C)cc2)nnc1SCC(=O)Nc1nc(C)cs1,101.0,102.0,100.0,98.0,97.0,1.1,nt,38,0.2,99.0,17
CCOC(=O)CN(c1ccccn1)S(=O)(=O)c1ccccc1,101.0,101.0,101.0,105.0,100.0,1.8,nt,10,0.5,101.0,8
CCn1cc(C(=O)NCCCN2CCCC(C)C2)c(=O)c2cc(S(=O)(=O)N3CCc4ccccc4C3)ccc21 (stereo not drawn),98.0,106.0,97.0,98.0,97.0,0.3,5.4,25,0.1,100.0,7
Cc1c(Br)c([N+](=O)[O-])nn1CC(=O)Nc1cccc2nonc12,101.0,111.0,97.0,101.0,102.0,0.8,-17.6,21,0.1,103.0,15
CCOC(=O)c1cnc2nc(C)nn2c1N,99.0,100.0,92.0,95.0,95.0,0.8,9.3,41,0.1,97.0,14
Cc1c(Nc2cc(=O)oc3ccccc23)c(=O)n(-c2ccccc2)n1C,102.0,104.0,101.0,103.0,96.0,0.5,-6.0,9,0.1,102.0,8
O=c1[nH]c(SCc2nc3ccccc3n2Cc2ccccc2)nc2ccccc12,101.0,95.0,105.0,102.0,101.0,1.3,nt,34,0.6,101.0,17
O=C(O)C12CC3CC(C1)CC(n1ncc(NCc4ccccc4)c(Cl)c1=O)(C3)C2,101.0,98.0,92.0,98.0,97.0,4.1,-8.4,9,0.2,98.0,70
CCc1nnc(NC(=O)CCC(=O)NCc2ccccc2OC)s1,107.0,100.0,104.0,101.0,100.0,0.5,5.5,8,0.0,105.0,12

# Full records from above:
# Entry for `CCn1c(CC(=O)Nc2ccc(C)cc2)nnc1SCC(=O)Nc1nc(C)cs1` : Rab2 wt GTP = 101.0; Rab7 wt GTP bind = 102.0; Cdc42 wt GTP = 100.0; Rac1 wt GTP bind = 98.0; Rac1 mut GTP = 97.0; ABCG2 inh = 1.1; Pf gametocyte = nt; Avidin fluor = 38; ABCB1 inh = 0.2; HRas wt GTP = 99.0; GSH bead fluor = 17
# Entry for `O=C(O)C12CC3CC(C1)CC(n1ncc(NCc4ccccc4)c(Cl)c1=O)(C3)C2` : Rab2 wt GTP = 101.0; Rab7 wt GTP bind = 98.0; Cdc42 wt GTP = 92.0; Rac1 wt GTP bind = 98.0; Rac1 mut GTP = 97.0; ABCG2 inh = 4.1; Pf gametocyte = -8.4; Avidin fluor = 9; ABCB1 inh = 0.2; HRas wt GTP = 98.0; GSH bead fluor = 70

# Screening data as filed in PubChem BioAssay.
